Screening data as filed in PubChem.
ALDH1A1 inh: blocks purified human ALDH1A1 activity; Purified ALDH1A1, NADH fluorescence, propionaldehyde substrate; actives 7.3% (n = 220,000); Potency, µM (titrated, usually from 75.3 µM), inactives show at the highest dose activity, negative = inhibition, usual class: inhibitors; P00352; active = well fitted inhibition curve with a large enough effect, not every such curve was filed as active; inconclusive = small, poorly fitted or top-dose-only effect, or another doubt; inactive = no such curve, though single readings can be large or run the other way;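 note: plate controls were no enzyme wells and a reference inhibitor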
Target sequence (P00352 whole entry, looked up): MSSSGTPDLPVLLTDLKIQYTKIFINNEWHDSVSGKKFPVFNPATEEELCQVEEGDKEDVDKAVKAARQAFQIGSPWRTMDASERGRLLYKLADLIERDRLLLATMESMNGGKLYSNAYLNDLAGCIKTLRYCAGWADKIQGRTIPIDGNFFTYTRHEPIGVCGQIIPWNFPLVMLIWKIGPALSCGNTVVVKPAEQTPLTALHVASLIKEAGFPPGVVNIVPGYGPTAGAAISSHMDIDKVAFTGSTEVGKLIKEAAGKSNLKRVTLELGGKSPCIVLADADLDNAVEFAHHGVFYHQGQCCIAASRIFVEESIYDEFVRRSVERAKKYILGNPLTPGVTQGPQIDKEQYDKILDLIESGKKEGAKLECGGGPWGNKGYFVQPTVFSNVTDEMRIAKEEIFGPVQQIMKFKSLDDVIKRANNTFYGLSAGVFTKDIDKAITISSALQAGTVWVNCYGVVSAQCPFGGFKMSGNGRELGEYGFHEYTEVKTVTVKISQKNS
SMN2 splice enh: SMN2 splice variant enhancement; Potency, µM (top dose mostly 46.1 µM), inactives show at the top dose activity change, positive = activation, usual class: activators; HEK293 SMN2-luciferase splicing reporter, luminescence, 30-36 h; AID 1458; actives 2.8% (n = 210,000); note: % of control where 0% means no effect; nearly all actives have a fitted effect of over 55% in size
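HEK293 cells carry an SMN2 […]–luciferase reporter in which exon 7 inclusion puts luciferase in frame. Cells were plated 10-12 h before compound addition, then incubated 30-36 h at 37C. ONE-Glo luminescence was read; sodium butyrate at 4.5 mM final served as control.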
Lamin A splicing: modulators of lamin A splicing; HeLa LMNA splicing GFP/RFP minigene ratio, 48 h; Potency, µM (titrated, usually from 46.1 µM), for the others: at the top dose ratio change, negative = inhibition, hits mostly inhibitors; actives 0.01% (n = 200,000); active = well fitted inhibition curve with a large enough effect in the signal ratio, with a control signal flat, not every such curve was filed as active; inconclusive = small, poorly fitted or top-dose-only effect, or effect the other way, or a change in a side signal; the % refers to the signal ratio; note: % is set by controls: 0 for no effect and ±100 for the full control effect
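S3 HeLa cells stably expressing lamin A-EGFP splicing minigene plus DsRed2, 600 cells/well, 48 h compound exposure at 37C. Laser-scanning cytometry; analysed as GFP (500-530 nm)/RFP (575-640 nm) total intensity ratio; 0.5% DMSO vehicle.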
Tau ThT inhib: inhibitors of human tau fibril formation, thioflavin T binding | AID 1460 | actives 2.1% (n = 270,000) | recombinant tau K18 P301L (four-repeat tau fragment), heparin-induced fibrillization, ThT fluorescence | P10636 | Potency, µM (top dose mostly 57.4 µM), for inactives: at the top dose activity, negative = inhibition, most hits filed as inhibitors; note: % is set by controls: 0 for no effect and ±100 for the full control effect; nearly all actives have a fitted effect of over 55% in size
Target sequence (P10636 561-689 P618L limits assumed): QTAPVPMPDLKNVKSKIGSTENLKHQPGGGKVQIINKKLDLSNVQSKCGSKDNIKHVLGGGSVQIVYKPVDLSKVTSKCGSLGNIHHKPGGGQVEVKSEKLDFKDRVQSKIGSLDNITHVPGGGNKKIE
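Aggregation was driven by heparin (20 uM final) acting on recombinant tau […] bearing P301L in 100 mM sodium acetate pH 7; fibrils were detected with Thioflavin T.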
L3MBTL1 block: blocks human L3MBTL1 | AlphaScreen L3MBTL1–H3K9me1 peptide binding | Potency, µM (series often up to 57.1 µM), for inactives: at the top dose activity, negative = inhibition, most hits filed as inhibitors | Q9Y468 | actives 0.66% (n = 230,000); note: % is set by controls: 0 for no effect and ±100 for the full control effect; nearly all actives have a fitted effect of over 60% in size
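L3MBTL1 50 nM + b-AHA-H3(1-15)K9me1 75 nM, 30 min RT; compound added, 30 min RT; streptavidin donor/Ni-chelate acceptor beads 10 ug/mL each final, 30 min RT dark; AlphaScreen read.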
KinaseGlo FLuc: Kinase-Glo luciferase inhibition (counter-screen); Q27757; Kinase-Glo luciferase, ATP luminescence, 8 min; Potency, µM (top dose mostly 38.3 µM), without a hit: top-dose activity change, negative = inhibition, hits mostly inhibitors; actives 0.28% (n = 200,000); AID 1379; note: % is set by controls: 0 for no effect and ±100 for the full control effect; nearly all actives have a fitted effect of over 60% in size
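Light output from Kinase-Glo luciferase with luciferin and 10 uM ATP in 50 mM imidazole pH 7.2, KCl, MgCl2, Tween 20, BSA; compound pin-delivered, 8-min ambient incubation, then luminescence read.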
KDM4E inh: JMJD2E (human) inhibition; Potency, µM (top dose mostly 57.1 µM), for the others: at the top dose activity change, negative = inhibition, usual class: inhibitors; actives 1.6% (n = 230,000); JMJD2E catalytic domain, FDH-coupled NADH fluorescence (FDH is formaldehyde dehydrogenase); AID 2147; active = well fitted inhibition curve with a large enough effect, not every such curve was filed as active; inconclusive = small, poorly fitted or top-dose-only effect, or another doubt; inactive = no such curve, though single readings can be large or run the other way;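 note: 0% = wells with enzyme and -100% = buffer wells without enzyme; nearly all actives have a fitted effect of over 50% in size; many of its hits are not listed in these tables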
Target sequence (B2RXH2 1-337 limits assumed): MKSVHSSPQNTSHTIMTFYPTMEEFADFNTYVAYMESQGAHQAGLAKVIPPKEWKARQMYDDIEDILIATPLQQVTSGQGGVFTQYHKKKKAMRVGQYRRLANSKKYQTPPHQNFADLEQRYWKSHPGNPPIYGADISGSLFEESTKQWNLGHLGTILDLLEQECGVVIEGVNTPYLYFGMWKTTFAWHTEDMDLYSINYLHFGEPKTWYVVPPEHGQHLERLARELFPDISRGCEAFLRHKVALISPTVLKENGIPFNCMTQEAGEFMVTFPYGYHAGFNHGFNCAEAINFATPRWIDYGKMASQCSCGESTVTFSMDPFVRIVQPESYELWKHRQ
RECQ1 inh: inhibitors of human RECQ1 DNA helicase. P46063. RECQ1 DNA unwinding, red fluorescence kinetic read. Potency, µM (titrated, usually from 57.3 µM), without a hit: top-dose activity, negative = inhibition, actives largely listed as inhibitors. actives 0.54% (n = 240,000). AID 2549;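 note: plate controls were vehicle for no effect and no enzyme for full effect; nearly all actives have a fitted effect of over 30% in size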
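RECQ1T1 50 nM; forked duplex (20 bp + 30-nt ss tails) 200 nM, ATP 2 mM final; pH 8.0, 2 mM MgCl2, 2.5 ug/ml poly(dI-dC); 15 min compound preincubation; discontinuous kinetic read over 2 h at RT.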
An asterisk follows results filed as active; i = inactive; ? = inconclusive; nt = no result given; [ ] = another dose, or the depositor's remark. Unless noted, calls come from the whole dose curve; as a rule, active = well fitted curve in the direction sought with a large enough effect; inconclusive = small, poorly fitted or top-dose-only effect, or another doubt; inactive = no such curve, though single readings can be large; an effect the other way counts as inactive or inconclusive. Potency is the fitted concentration of half-maximal effect. These rows are one share of the data. The share of hits here may be higher or lower than overall.

Order of results: Lamin A splicing, L3MBTL1 block, RECQ1 inh, SMN2 splice enh, ALDH1A1 inh, KinaseGlo FLuc, Tau ThT inhib, KDM4E inh
- Clc1cccc(-c2nc(NCCCN3CCOCC3)c3ccccc3n2)c1
  nt, -18%[2.29 µM], i, -49%[inhibitor], -10%, 5%, -5%, 8%
- O=C(N1CCOCC1)N1CCN(c2ccccc2)CC1
  9%, 0%, i, -1%, 6%, 3%, -5%, 1%
- CCOCCn1c(CN2CCC(Cc3ccccc3)CC2)nc2c1c(=O)n(C)c(=O)n2C
  ?, 0%, -3%, -28%, 8%, -2%, -10%, ?
- COc1ccc(S(=O)(=O)Nc2cccc(N(C)S(C)(=O)=O)c2)cc1Br
  ?, 10%, -1%, nt, ?, nt, 2%, 5%
- C#CCOCCOCCOCCNc1nc(N2CCN(C(=O)[C@H]([C@@H](C)CC)n3cc([C@@H](N)Cc4ccc(O)cc4)nn3)CC2)nc(N2CCN(C(=O)[C@H](CCCCN)n3cc([C@@H](N)CC(C)C)nn3)CC2)n1
  nt, -24%, 0%, nt, -3%, nt, -17%, -2%
- Cn1cccc1CC(=O)NNC(=S)NC(=O)c1ccc(F)cc1
  nt, 47%[activator], -16%, nt, nt, nt, -17%, ?
- O=C(CSc1nnc(Cc2ccccc2)o1)NCCc1ccccc1
  10%, nt, -4%, 8%, -8%, -2%, -4%, 1%
- Cc1ccc2[nH]c3c(c2c1)CN(C(=O)CN1CCN(c2ccccn2)CC1)CC3
  -8%, -8%, 9%, -2%, 10µM*, 1%, ?, -24%
- O=C(Nc1ccccc1)NC1CCCc2ccccc21 (stereo unspecified)
  9%[46 µM], 1%, i, 4%, -1%, 2%, -4%, -8%
- Cn1nc(C(F)(F)F)c(C(=O)Nc2ccc(F)cc2F)c1Sc1ccc(C(F)(F)F)cc1
  2%, 15%, -9%, -11%, 12%, -4%, 0%, -7%
- CC1CCC(NC(=O)C2CCC(CNS(=O)(=O)c3cccc4nsnc34)CC2)CC1 (stereo unspecified)
  -1%, nt, -7%, 0%, ?, -4%, 1%, -4%
- Cc1nnc(SCc2nnc(-c3ccccc3Br)o2)n1-c1ccccc1
  6%, -14%, -6%, -11%, 4%, 0%, -16%, 1%
- Cc1cccc(OCCNC(=O)c2ncn[nH]2)c1
  ?, -13%, -10%, -9%, 1%, -3%, 16%, 3%
- COc1ccc(-c2noc(CCC(=O)N(C)c3cccc(C)c3)n2)cc1
  ?, nt, -10%, -5%, 3%, -3%, -26%, -1%
- CN1CCN(CCNC(=O)Nc2ccc([N+](=O)[O-])cc2)CC1
  nt, nt, 4%, 13%, ?, -2%, -6%, -3%
- COc1ccc(C(=O)N=c2sc3ccccc3n2C)cc1
  nt, -15%, 2%, 2.5µM*, ?, -25%, -3%, ?
- CN(CC(=O)Nc1ccc(N2CCOCC2)cc1)Cc1c(O)ccc2ccccc12
  -4%[46 µM], -10%, -6%, -3%, 3.5µM*, -2%, ?, ?
- O=C(NNC1=C(C(=O)C(F)(F)F)CCC1)c1ccncc1
  -12%[46 µM], -12%, 4%, nt, -8%, 2%, ?, 26%
- CCC(NC(=O)C1CCC1)c1ccc(C)cc1 (stereo unspecified)
  -7%, 11%, -8%, -19%, 11%, 2%, 2%, -14%
- Cc1ccccc1SCCNC(=O)CCc1ccccc1
  8%[46 µM], 11%, 12%, ?, -4%, 2%, -5%, 11%
- Cc1ccc(NC(=S)NCC2CCN(C(C)c3ccccc3)C2)cc1C (stereo unspecified)
  nt, nt, i, nt, 4%, nt, 0%, 4%
- CC(=O)Oc1ccc2c(c1)CCC1C2CC[C@]2(C)C(=O)CCC12 (stereo partly specified)
  nt, nt, i, 11%, 6%, -3%, -9%, 13%
- S=c1[nH]nc(Cc2noc3ccccc23)n1-c1ccc(Cl)cc1
  nt, -11%, -6%, nt, -7%, 5%, -8%, -8%
- Cc1cc(C)nc(NS(=O)(=O)c2ccc(NC(=O)CSc3nc(-c4ccccc4)c(C#N)c(=O)[nH]3)cc2)n1
  -5%[9.22 µM], nt, 17%, -20%, ?, 2%, 1%, -2%
- Cc1ccc(C(=O)NCCc2csc(-c3cccnc3)n2)cc1
  -11%, 2%, -4%, ?, ?, -2%, -9%, -18%
- CCCCN(CC)C(=O)c1cc2cc3ccc(OC)cc3nc2o1
  ?, 3%, -12%, -5%, ?, -2%, -7%, ?
- Cc1c(C(c2cccc(O)c2)c2c(C)n(C)n(-c3ccccc3)c2=O)c(=O)n(-c2ccccc2)n1C
  0%, 9%, -3%, 8%, 17%, 1%, 0%, -8%
- COC(=O)[C@H](CCSC)NC(=O)c1cccnc1SC
  nt, -4%, -11%, nt, nt, nt, 0%, 1%
- O=C(NCC(=O)N(c1cccnc1)C(C(=O)NC1CCCC1)c1ccc(F)cc1)c1ccco1 (stereo unspecified)
  nt, -17%, i, -5%, 6%, 3%, 12%, 1%
- COc1ccc(C(=O)Nc2ccc(S(=O)(=O)NC(C)C)cc2)cc1
  ?, nt, 22%, -6%, 1%, -4%, -4%, 0%
- Cn1cc(CCNC(=O)CCc2nnc(CCCCc3ccccc3)o2)cn1
  -9%[46 µM], 10%, i, 1%, -7%, 5%, -2%, 10%
- O=C(CSc1nnc(C2CC2)n1-c1ccccc1)NCCc1ccc(F)cc1
  -7%, nt, 5%, 16%, 7%, -2%, -8%, -3%
- CCOC(=O)C1(CCc2ccccc2)CCN(C(=O)c2occc2C)CC1
  nt, -3%, -1%, nt, ?, 1%, ?, -2%
- O=C(C1CCCN(S(=O)(=O)c2cccc3nsnc23)C1)N1CCc2ccccc21 (stereo unspecified)
  ?, -10%, -1%, -44%[inhibitor], -3%, -6%, ?, 3%
- O=C(Cn1nnc(-c2ccc(CN3CCOCC3)cc2)n1)N1CCCc2ccccc21
  7%, -4%, -1%, -28%, 1%, -7%, -8%, -3%
- CCOCC(=O)N1CCN(c2cccc(Cl)c2)CC1
  nt, 7%, i, 0%, 3.2µM*, -4%, -5%, -1%
- Cc1c(N2C(=O)c3ccc(F)cc3C2=O)c(=O)n(-c2ccccc2)n1C
  0%, 0%, -5%, -3%, 4%, 0%, 2%, -1%
- COc1ccc(C(=O)Nc2c(Cl)cc(Cl)cc2C(=O)NCCN2CCOCC2)cc1
  -12%, 4%, -7%, 2%, 1%, -3%, -8%, 7%
- Cc1ccc(Nc2c3c(nc4ccccc24)CCC3)cc1
  nt, -5%, -6%, nt, 0%, nt, -3%, 8%
- COC(=O)c1c(NC(=O)c2ccccc2)sc2c1CC(C)(C)OC2
  4%, nt, i, -50%[inhibitor], -4%, 1%, -12%, 12%
- CCCSc1nn2c(=O)c3ccccc3nc2s1
  14%, nt, -4%, 35µM*, 3%, -16%, ?, -4%
- Cn1c2c(c(=O)n(C)c1=O)C(C(F)(F)F)(C(F)(F)F)N=C(c1ccccc1Cl)N2
  8%, nt, 6%, -16%, 2%, -2%, -13%, -4%
- CCN(CC)CCNC(=O)c1ccc(NC(=O)/C=C/c2cc(OC)c(OC)c(OC)c2)cc1
  ?, -11%, -4%, 24%, ?, 1%, -4%, ?
- O=C1c2ccccc2C(=O)N1CCn1c(=O)oc2ccccc21
  4%, 4%, 7%, 1%, 0%, 0%, -18%, 2%
- CCOC(=O)C1=Nc2ccccc2C1=[N+]=[N-]
  ?, -2%[11.4 µM], -3%, -107%[inhibitor], 0%, 0%, ?, 6%
- Cc1ccc(S(=O)(=O)NCCNC(=O)c2ccccc2)cc1
  2%, 4%, -3%, 6%, -4%, -1%, -4%, -5%
- CCOc1ccccc1OCCCCOc1ccccc1F
  -10%, 120%[activator], -4%, 0%, -13%, 0%, -11%, -2%
- Cc1cc(C)nc(N(C#N)CCOc2ccccc2)n1
  ?, nt, -9%, -19%, ?, 0%, 2%, -4%
- CCOC(=O)CNC(=O)c1ccc2[nH]c3c(c2c1)CCCC3
  -5%, -4%, 0%, -8%, -7%, 2%, -10%, ?
- Cc1c(Cc2c(C)n(C)n(-c3ccccc3)c2=O)c(=O)n(-c2ccccc2)n1C
  -8%, -1%, -11%, 10%, 4%, 4%, -16%, 0%
- CCOC(=O)C1CCCN(C(=O)Nc2cccc(Cl)c2)C1 (stereo unspecified)
  4%, 12%, -3%, -15%, 5%, 0%, 1%, 1%
- CCCn1nc(C(=O)Oc2ccc3c(C)cc(=O)oc3c2)c2ccccc2c1=O
  -8%, 6%, i, 12%, ?, -4%, -15%, ?
- Cc1ccccc1NC(=O)C1CCCN(S(=O)(=O)c2cccc3cccnc23)C1 (stereo unspecified)
  -9%, -7%, i, -18%, 2%, 4%, -16%, 0%
- CCCCP(=O)(CCCC)Cc1ccccc1
  10%, nt, -13%, 3%, 4%, 0%, -7%, -3%
- Cc1cccc(N=Cc2cc(Br)cc(Cl)c2O)c1
  4%[9.22 µM], nt, 13%, -6%, -1%, -5%, 14µM*, -5%
- CCN1CCS/C1=C\C=C\C1=[N+](CC)CCS1
  ?, 8%, -13%, -61%[inhibitor], -9%, 0%, ?, nt
- O=[N+]([O-])c1cc(C(F)(F)F)ccc1NCCNC(=S)Nc1ccc(Cl)cc1
  ?, -21%, -3%, -33%[inhibitor], -7%, -2%, 11µM*, -4%
- COc1nc(N(C)S(=O)(=O)c2ccc(C)cc2)nc(C)c1Cl
  ?, -2%, -5%, -28%, -10%, -2%, 2%, 1%
- C=CCNC(=O)NC(=O)COC(=O)C(C)Oc1ccc(Cl)cc1Cl (stereo unspecified)
  nt, nt, -9%, -21%, -2%, 0%, 1%, 1%
- COc1ccccc1Cn1cccc1C=O
  nt, 4%, -5%, nt, 14µM*, -3%, 1%, 0%
- COC(=O)c1c(NC(=O)C2CCC2)sc(C(=O)N(C)C)c1C
  -4%, ?, -1%, -7%, -4%, 4%, -6%, 1%
- COCCCn1c(SCC(=O)Nc2ccc(C(=O)OC)cc2)nc2ccccc2c1=O
  6%, -3%, -8%, -12%, ?, 3%, 8%, -3%
